CaV13 FRET inh – Disruptors of the CACNA1D IQ motif to Ca2+-dependent inactivation inhibitor domain association, primary screening, Förster resonance energy transfer in intact living …; AID 743397; HEK cells, CFP/YFP FRET ICDI-IQ, plate reader, 10 min; percent FRET-ratio fall versus neutral wells; actives 0.098% (n = 340,000); inhibition, % at 12.3 µM;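 active means mean replicate inhibition of at least 30% and at least 1% of replicates passing that level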;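 further: 0% = median of the neutral control wells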
aDG glyco act – activators of alpha-DG glycosylation, primary screen, uHTS, Pro5-aDG cells, AlphaScreen | alpha-DG glycosylation AlphaScreen (IIH6); 0% Pro5, 100% B10-LARGE cell signal | actives 0.22% (n = 360,000) | AID 624168, 2012 | activation, % at 10 µM;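 active means activation of at least 8% versus controls, or a plate z-score of at least 8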;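 further: Pro5 are CHO cells carrying HIG-tagged alpha-DG that lacks glycosylation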
Glyco luc inh – increase of ERlucT glycosylation luciferase signal, primary screen, N-linked glycosylation inhibitor project, D54 ERlucT cells, luminescence, set 2 | AID 588692, 2011 | actives 0.23% (n = 360,000) | reporter increase, % at 12.5 µM | D54 ERlucT glycosylation luciferase reporter, 24 h; percent of 100 nM tunicamycin response;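 active means mean luciferase reporter signal, scaled so untreated is 0 and the glycosylation-blocking control 100, at or above a set limit in every replicate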;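 further: luciferase carries N-glycosylation sites so blocking glycosylation raises the light; 0% = median of neutral control wells and 100% = median of 100 nM tunicamycin wells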
Granule exo inh – LAMP-1 surface exposure blockers, TALL-104 cells – cell-based, flow cytometry, MLPCN library, primary screen | inhibition, % at 10 µM | actives 0.66% (n = 360,000) | AID 651702, 2012 | TALL-104 LAMP-1 surface exposure; cells stimulated with thapsigargin and PMA;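 active means inhibition above about 55%, limit read from the data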
PDI turbidity – inhibitors of human PDI, primary screen, biochemical, turbidity, single point, plate reader | Protein disulfide-isomerase (Homo sapiens), P07237 | PDI insulin aggregation turbidity, A650, 90 min | inhibition, % at 10 µM | actives 0.052% (n = 350,000);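 active means mean inhibition across replicates of 30% or more, whatever share of single replicates reach that level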;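 further: absorbance from insulin aggregation driven by PDI reduction with DTT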
ABCB6 inh MLPCN – ABCB6 transporter inhibitors, primary screen, K562-ABCB6 cells, flow cytometry, MLPCN library; K562-ABCB6 porphyrin accumulation, 1 h; stronger effect = lower value; ATP-binding cassette sub-family B member 6 (Homo sapiens), Q9NP58; fluorescence ratio to DMSO, % at 10 µM; actives 0.19% (n = 360,000);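 active means fluorescence ratio to DMSO below 75%, the collection mean minus 3 SD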;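 further: signal is porphyrin accumulated inside mitochondria; 100% equals median channel fluorescence of DMSO control wells; lower ratio means ABCB6 inhibition with less porphyrin fluorescence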
Target sequence (Q9NP58 whole entry, looked up): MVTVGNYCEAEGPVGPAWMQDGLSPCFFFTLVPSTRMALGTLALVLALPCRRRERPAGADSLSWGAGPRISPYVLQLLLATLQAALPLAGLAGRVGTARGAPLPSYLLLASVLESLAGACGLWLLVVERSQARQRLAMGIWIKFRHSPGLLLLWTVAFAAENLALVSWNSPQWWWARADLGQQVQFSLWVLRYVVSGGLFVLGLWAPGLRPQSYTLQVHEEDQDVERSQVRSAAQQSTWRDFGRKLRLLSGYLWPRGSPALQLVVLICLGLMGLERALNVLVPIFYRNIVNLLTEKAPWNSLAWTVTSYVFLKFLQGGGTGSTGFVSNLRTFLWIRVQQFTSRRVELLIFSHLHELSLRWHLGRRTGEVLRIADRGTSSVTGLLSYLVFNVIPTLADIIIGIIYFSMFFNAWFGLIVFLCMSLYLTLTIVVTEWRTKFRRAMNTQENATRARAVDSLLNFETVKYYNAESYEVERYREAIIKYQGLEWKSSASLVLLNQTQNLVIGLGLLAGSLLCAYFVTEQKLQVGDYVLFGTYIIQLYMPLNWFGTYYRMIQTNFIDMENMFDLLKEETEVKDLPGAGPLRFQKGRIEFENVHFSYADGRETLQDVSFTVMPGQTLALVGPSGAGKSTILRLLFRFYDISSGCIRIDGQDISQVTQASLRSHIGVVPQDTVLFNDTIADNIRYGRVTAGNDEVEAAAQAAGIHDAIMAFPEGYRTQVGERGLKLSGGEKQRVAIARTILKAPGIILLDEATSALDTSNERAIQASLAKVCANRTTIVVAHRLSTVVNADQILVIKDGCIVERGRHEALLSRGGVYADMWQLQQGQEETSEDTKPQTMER
H9c2 protect – cardioprotection against H2O2-induced cell death, primary screen, uHTS, H9c2 cells, ATPLite luminescence | H9c2 cardiomyocytes, H2O2 injury protection, 2 h | protection from H2O2 cell death, % at 20 µM | actives 0.63% (n = 360,000) | AID 588492, 2011;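 active means compounds giving at least 50% protection of heart cells from peroxide-induced death in the single-dose screen, raw or plate-pattern-corrected value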;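 further: 0% = DMSO wells with peroxide and 100% = DMSO wells without peroxide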
HTR2A ag – mouse Htr2a agonists via beta-arrestin recruitment, primary screen, cell-based, luminescence | 5-hydroxytryptamine receptor 2A (Mus musculus), P35363 | CHO-K1 mHTR2A beta-arrestin complementation; percent of 30 µM serotonin response | activation, % at 7.6 µM | actives 0.66% (n = 360,000) | AID 624169, 2012;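 active means activation above a run cutoff, the mean activation of all tested compounds plus 3 SD, cut at about 14% in these data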;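 further: 0% = plate median of compound wells and 100% = 30 µM serotonin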
iPSC survival up – enhancers of single-cell hiPSC survival, primary screen, ATPlite luminescence. 100% = ROCK inhibitor wells, 0% = DMSO. survival enhancement, % at 20 µM. actives 0.044% (n = 360,000); in the data active means survival enhancement above about 18%;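 further: cells exposed to compounds for 16 hours before the ATP read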
Vif imaging – HIV Vif self-association inhibitors, primary screen, imaging, HEK293T, single point | actives 0.35% (n = 340,000) | HEK293T cells, Vif self-association by quenched fluorescence, 24 h | inhibition, % at 7.49 µM | AID 602346, 2012; in the data active means inhibition above about 50%, passing the limit was not always enough; further: some results filed as inactive read as strong as hits
Starred values were filed as active, the others as inactive; . = not tested or not shown. Random draw from the library; about 3.1% have a hit in one of these screens.

Order of results – CaV13 FRET inh	aDG glyco act	Glyco luc inh	Granule exo inh	PDI turbidity	ABCB6 inh MLPCN	H9c2 protect	HTR2A ag	iPSC survival up	Vif imaging
CC(=O)Nc1ccc(S(=O)(=O)N2CCC(C(=O)O)CC2)cc1
 : 5	0.0	4	-3	-8	96	0	-3	-1.4	20
CCCS(=O)(=O)N1CCCC(C(=O)NCCCN(C)Cc2ccccc2)C1 (centres undefined)
 : .	-0.4	-3	1	4	104	9	-1	-0.5	6
C[C@@H]1Cn2cnc(C(=O)N[C@@H](C)C(=O)OC(C)(C)C)c2C(=O)N1
 : -4	-0.1	0	-5	6	90	4	-2	0.2	-15
C[C@H](NC(=O)c1ccccc1Cl)C(=O)OCCOc1ccc(Cl)cc1
 : -6	-0.1	0	4	-2	98	-5	-2	-0.3	0
CCOc1ccc(S(=O)(=O)N2CCCC(C(=O)N3CCN(c4ccccc4)CC3)C2)cc1 (centres undefined)
 : -7	0.4	-2	-2	0	97	-11	-1	-0.6	-10
O=C(NNS(=O)(=O)c1ccc2ccccc2c1)c1cccs1
 : -6	0.1	0	-19	-2	101	0	4	-0.3	22
COc1cccc2c(=O)n(CC(=O)N3CCN(c4ccccc4)CC3)ccc12
 : -6	-0.1	2	-1	.	77	3	-4	-1.9	-5
Oc1ccc(Cl)cc1/C=C/c1ccc2cccc(O)c2n1
 : -4	0.1	4	78*	11	101	-17	-3	0.5	-1
CN(C)c1nc(N)nc2c1ncn2C1OC(CO)CC1O (centres undefined)
 : -12	-0.2	2	-5	.	104	3	2	-0.4	.
CN(CC(=O)Nc1ccc(S(=O)(=O)N2CCOCC2)cc1)Cc1ccc(F)cc1
 : -4	-0.4	0	0	-3	101	-8	-4	1.3	-6
CC(=O)N1CCN(C(=O)c2cccc(S(=O)(=O)N3CCN(c4ccc(F)cc4)CC3)c2)CC1
 : -1	0.0	-2	-2	14	101	-2	-7	-0.6	21
N#CCCn1c(SCC(=O)Nc2ccc(N3CCOCC3)cc2)nc2ccccc21
 : -5	-0.1	-2	1	2	96	-4	-4	-0.6	1
N#CCC(=O)Nc1ccc(C(=O)OCC(=O)NNC(=O)c2cccs2)cc1
 : -2	0.0	-1	0	-2	92	12	4	-0.5	2
COCCCN(Cc1ccco1)C(=O)Cn1ncc2c([nH]c3ccccc32)c1=O
 : -8	-0.1	0	6	10	95	60*	5	0.0	-2
O=C(NCCN1CCOCC1)c1ccncc1
 : -5	0.0	2	1	-2	90	-1	1	4.8	-2
CCOC(=O)c1c(-c2ccc(C)o2)csc1NC(=O)CSc1nnnn1-c1ccccc1
 : -5	-0.5	1	95*	0	98	1	-6	4.9	-2
COc1ccc(CCN(C)C(=O)CCCN2C(=O)c3cccc4cccc(c34)C2=O)cc1OC
 : -5	0.2	-1	2	-4	98	6	0	-0.3	.
COc1ccc(Cn2c(=O)[nH]c3cc(C(=O)NCCCOC(C)C)ccc3c2=O)cc1
 : -15	0.1	-1	-1	-1	101	0	0	-0.4	5
COc1ccc(/C=C/C(=O)Nc2sc3c(c2C(=O)NCc2cccnc2)CCCC3)cc1
 : -4	-0.7	2	1	10	95	24	-1	4.6	22
COc1ccccc1-c1nnc(SCC(=O)c2c(N)n(C3CC3)c(=O)[nH]c2=O)n1C
 : -6	0.1	1	-5	-1	86	2	-7	-0.2	-5
CN(C)CCCN(C(=O)c1ccco1)c1nc2cc3c(cc2s1)OCO3
 : -10	-0.1	6	-1	-5	93	4	4	-0.5	-2
O=C(CSc1cccc[n+]1[O-])NCC1CCCCC1
 : -4	-0.1	2	6	3	103	8	0	-0.1	3
COc1ccc(OCCCC(=O)Nc2cccc(C(C)=O)c2)cc1
 : -4	-0.1	4	-4	-1	101	1	-2	-3.2	7
N#Cc1c(N2CCSCC2)nsc1-c1ccccc1Cl
 : -2	0.1	-2	-14	-1	97	-8	-3	0.7	.
Cc1ccc(C(=O)Nc2nnc(C3=COCCO3)o2)cc1C
 : -6	-0.2	0	-1	12	95	0	-6	0.2	-8
CCC(O)C(C)(C)C (centres undefined)
 : .	0.1	0	4	.	97	10	0	-0.2	-4
Cc1ccc(S(=O)(=O)N2CCN(C(=O)CC(C)n3cncn3)CC2)cc1C (centres undefined)
 : -5	0.0	1	-6	6	96	-1	-1	-0.3	2
COCCNC(=O)c1ccc2c(c1)S(=O)(=O)c1ccccc1C2=O
 : -11	0.0	1	-5	-2	98	1	1	-1.4	.
CC1Oc2ccccc2N(CC(=O)Nc2ccc(F)cc2)C1=O (centres undefined)
 : -7	0.1	-2	-19	2	97	-2	1	0.6	7
CCOc1ccc(-n2nc3c(=O)n(CCN4CCCCC4)nc(C)c3c2C)cc1
 : -3	-0.2	-2	-1	-4	101	-8	-3	0.3	.
Cc1cc(C(=O)N2CCC2(C)C(=O)NCc2cccc3ccccc23)nn1C (centres undefined)
 : -7	0.1	-1	-3	0	98	-6	0	-1.2	1
COc1cccc(OC)c1OCCOc1ccccc1OC(C)C
 : -1	-0.1	-1	-3	-2	100	4	1	2.1	-4
CCOC(=O)C1C(=O)C=C(N2CCOCC2)CC1c1cccc(OC)c1 (centres undefined)
 : -5	0.2	-1	1	-9	95	-4	4	-0.5	12
CC(=O)N(c1cc(C)ccc1C)c1ccccc1[N+](=O)[O-]
 : -5	0.1	-1	-4	-4	95	-3	0	-2.0	6
COc1cc(C(=O)NNc2nc3cc4c(cc3s2)OCO4)cc(OC)c1OC
 : -6	-0.3	1	-13	.	96	-3	0	3.4	-11
O=C(CN(c1ccc(F)cc1)S(=O)(=O)c1ccc2c(c1)OCCO2)NCc1ccncc1
 : -6	0.0	-1	-3	10	94	4	0	0.3	-6
Cc1cc(C)c2ccc(/C=N/O)nc2c1O
 : -4	0.5	-2	-4	7	93	3	7	0.3	-2
COC(=O)c1cc(Cl)cc2c(CCO)c[nH]c12
 : -11	-0.2	0	0	6	89	0	1	2.8	-2
Cc1ccc(CN2CCN(/N=C/c3cc(Br)cc(Br)c3O)CC2)cc1
 : -2	-0.4	0	-5	5	99	-5	1	0.8	0
Cc1cc(NC(=O)CSc2nncn2N)no1
 : -5	0.4	1	-2	2	99	-6	2	-0.4	9
O=C(Cn1c(CN2CCCCC2)nc2ccccc2c1=O)NC1CCCCC1
 : -8	0.3	-2	3	-4	98	3	-3	-0.6	7
O=C(Nc1cccnc1)Nc1cccc(F)c1
 : 9	0.0	-3	-22	2	103	-5	-1	-0.7	4
CC(C)NC(=O)NC(=O)COC(=O)c1ccc(F)cc1F
 : -5	0.0	1	2	2	102	4	0	-1.4	.
O=C(COC(=O)CCc1ccc(S(=O)(=O)N2CCOCC2)cc1)NC(=O)NC1CCCCC1
 : -3	-0.2	0	2	-1	100	-1	3	-0.8	1
O=C(COc1ccc(-n2cnnn2)cc1)N1CCN(c2ccc(F)cc2)CC1
 : -4	0.1	0	0	-2	101	-3	-6	1.7	-2
COC(=O)N/N=C(\C)c1ccccc1Br
 : -4	0.0	3	-3	-1	99	7	4	-1.3	15
Cn1c(CNC(=O)Nc2ccccc2Cl)nnc1SCc1ccccc1
 : -5	0.8	0	3	-1	96	3	2	0.1	0
CCOC(=O)c1oc2ccccc2c1CSc1nnc(-c2ccco2)o1
 : -6	-0.2	-3	-2	-1	99	-2	0	0.7	6
CCO/C(C)=N/Oc1cncnc1
 : -8	-0.3	0	1	.	98	11	2	0.4	-6
c1ccc(C(c2ccccn2)c2ccccn2)cc1
 : -2	-0.3	1	1	-8	93	7	4	0.3	6
COc1cc2c(Cc3ccccc3)cncc2cc1O
 : -7	0.7	-5	8	-3	95	-8	-4	-0.4	-29
CCCCC1CC(CSC(=N)N)OC1=O (centres undefined)
 : -5	0.0	2	-4	5	96	-2	-3	13	-2
CCCCN(C)S(=O)(=O)c1cc2c3c(c1)CCC(=O)N3CCC2
 : -14	0.1	1	-1	2	101	4	2	-0.5	17
CC(=O)N(c1nc(CCl)cs1)c1cccc(C)c1C
 : -6	0.1	-1	-1	5	102	14	3	-0.3	-17
O=C(COC(=O)c1cccc(Oc2ccccc2)c1)NCc1ccco1
 : -4	0.2	2	-2	-9	84	-15	-2	-2.6	30
CCOC(=O)c1cc(-c2cccnc2)nn1-c1ccccn1
 : -1	-0.1	1	-2	3	95	10	-2	1.3	-1
Cc1ccc(NC(=O)Cn2c(=O)ccn(Cc3ccccc3)c2=O)cc1S(=O)(=O)N1CCOCC1
 : -6	0.0	-1	1	-3	97	0	-9	-0.7	7
COc1cc(C)c2c(c1C=O)Oc1c(c(C)c(O)c3c1C(O)OC3=O)OC2=O (centres undefined)
 : .	-0.1	3	19	.	99	25	3	-0.7	0
O=C(NCCN1CCN(C(=O)c2ccc(F)cc2)CC1)C(=O)NCc1ccccc1
 : -4	0.0	-1	-11	11	97	-2	0	-0.4	13
Cc1cc(NC(=O)NCc2ccccc2)c(=O)n(Cc2ccc(F)cc2)c1
 : -3	0.3	-4	-2	5	102	-8	-5	-0.4	0

Next section:
Order of results – CaV13 FRET inh	aDG glyco act	Glyco luc inh	Granule exo inh	PDI turbidity	ABCB6 inh MLPCN	H9c2 protect	HTR2A ag	iPSC survival up	Vif imaging
O=C(c1ccccc1)c1ccc(C(=O)N2CCCC(C(F)(F)F)C2)cc1 (centres undefined)
 : -2	0.2	-3	-14	1	98	-4	8	0.3	-11
CCOC(=O)[C@]12CCCC=C1N(Cc1ccccc1)C(=O)[C@H](CC(=O)NCC1CCCCC1)C2
 : -4	0.3	.	1	.	.	.	-1	.	.
COc1cc(/C=N/NC(=O)C2CCN(CC(O)COCc3ccccc3)CC2)ccc1O (centres undefined)
 : 5	0.0	0	-2	14	91	0	-4	2.7	3
CCOC(=O)CC(=O)NC1(Cc2ccc(O)cc2)CCCCC1
 : 11	0.0	3	0	-4	105	0	-3	2.4	-4
COc1ccc(N(C(=O)C2CCCCC2)S(=O)(=O)c2cccc3cccnc23)cc1
 : -2	0.9	-3	-7	16	98	1	0	-0.4	-2
CN1CCN(c2nc(-c3ccccc3)nc(-c3ccc(F)cc3)c2C#N)CC1
 : -4	0.5	-3	-1	1	101	2	-8	-0.6	-3
O=C(c1ccc(Cl)cc1)c1ccccc1C(=O)N1CCOCC1
 : -7	-0.1	3	1	0	95	-1	-3	-1.3	-2
COc1ccc(OCCOCC(O)CN2CCOCC2)cc1 (centres undefined)
 : .	-0.1	2	-2	-4	115	-1	-2	-1.8	-6
CCC(=O)N1CCN=C1SCc1c(F)cccc1Cl
 : -15	-0.3	-2	-3	-2	89	4	5	0.0	12

Screening data (PubChem BioAssay)
